Tau fibril FP: qHTS for Inhibitors of Tau Fibril Formation, Fluorescence Polarization | Microtubule-associated protein tau (Homo sapiens), P10636 | K18 P301L tau heparin fibrillization, Alexa594 FP, 6 h | Potency, µM (doses to about 57.7 µM), for the others: top-dose activity, negative = inhibition, actives largely listed as inhibitors | 280,000 compounds, 0.39% hits; further: potency means the concentration at half of the fitted maximal effect; on the % scale 0 is the no-effect control and ±100 the full control effect; nearly all actives have a fitted effect of over 55% in size
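FP of Alexa 594-tau after heparin (20 uM) induction. Substrate: human K18 P301L, 15 uM unlabeled, 0.24 uM labeled. Buffer 100 mM sodium acetate pH 7. 6 hr, 37 C.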
CBFb RUNX1 block: qHTS Assay for Compounds Blocking the Interaction Between CBF-beta and RUNX1 for the Treatment of Acute Myeloid Leukemia; Runt-related transcription factor 1 (Homo sapiens) + Core-binding factor subunit beta …; AlphaScreen CBFb-His/RUNX1-biotin binding, biochemical; Potency, µM (titrated, usually from 59.8 µM), for inactives: top-dose activity, negative = inhibition, usual class: inhibitors; 230,000 tested, under 10 active; AID 1477, 2009; further: % of control where 0% means no effect
Target sequence (Q01196 whole entry, looked up): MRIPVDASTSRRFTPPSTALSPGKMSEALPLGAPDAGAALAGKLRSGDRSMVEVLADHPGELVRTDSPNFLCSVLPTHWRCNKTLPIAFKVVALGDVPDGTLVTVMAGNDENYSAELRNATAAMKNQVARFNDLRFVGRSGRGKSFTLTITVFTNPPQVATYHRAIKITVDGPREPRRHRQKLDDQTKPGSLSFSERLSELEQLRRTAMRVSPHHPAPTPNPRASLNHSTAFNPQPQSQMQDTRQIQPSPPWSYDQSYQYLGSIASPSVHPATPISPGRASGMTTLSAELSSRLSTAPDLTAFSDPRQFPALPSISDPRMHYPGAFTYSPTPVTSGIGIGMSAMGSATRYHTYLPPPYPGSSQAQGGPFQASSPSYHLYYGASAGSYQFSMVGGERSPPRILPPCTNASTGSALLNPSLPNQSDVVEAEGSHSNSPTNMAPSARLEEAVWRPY
Target sequence (Q13951 whole entry, looked up): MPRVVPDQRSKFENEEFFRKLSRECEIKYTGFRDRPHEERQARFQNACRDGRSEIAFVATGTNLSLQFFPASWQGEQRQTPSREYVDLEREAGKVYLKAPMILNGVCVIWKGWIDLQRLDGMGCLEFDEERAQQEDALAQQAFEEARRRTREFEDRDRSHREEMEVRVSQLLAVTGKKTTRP
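Room-temperature protein-protein interaction test with 30 nM each of His-tagged CBF-beta and biotinylated RUNX1, 15 min with compound, then 90 min with nickel plus streptavidin beads. Signal read in AlphaScreen mode.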
NPSR antag: qHTS Assay for Antagonists of the Neuropeptide S Receptor: cAMP Signal Transduction; Q6W5P4; CHO-NPSR cells, cAMP TR-FRET, antagonist mode; Potency, µM (doses to about 38.3 µM), inactives show top-dose activity change, negative = inhibition, most hits filed as inhibitors; 220,000 compounds, 1% hits; AID 1461, 2008; further: potency means the concentration at half of the fitted maximal effect; on the % scale 0 is the no-effect control and ±100 the full control effect; nearly all actives have a fitted effect of over 50% in size; many of its hits are not listed in these tables
TRb SRC2 PPI: qHTS for Inhibitors of the Interaction of Thyroid Hormone Receptor and Steroid Receptor Coregulator 2; Thyroid hormone receptor beta (Homo sapiens), P10828; TRbeta-SRC2 peptide binding, fluorescence polarization; receptor liganded with 1 µM T3; Potency, µM (top dose mostly 106 µM), inactives show at the highest dose activity change, negative = inhibition, most hits filed as inhibitors; 280,000 compounds, 0.065% hits;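 further: potency means the concentration at half of the fitted maximal effect; plate controls were bound peptide for no effect and peptide without receptor for full effect; nearly all actives have a fitted effect of over 50% in size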
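TRb LBD 0.6 uM + Texas Red SRC2 peptide 20 nM, 1 uM T3, Tris buffer w/ 5% DMSO; compound pinned, 5 h RT; FP read ex 555/em 632; normalized to unbound and bound controls.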
Tau fluor cs: Counterscreen qHTS for Inhibitors of Tau Fibril Formation, Fluorescence Polarization | tau K18 P301L (four-repeat tau fragment) Alexa594 fluorescence, heparin fibrillization | Potency, µM (titrated, usually from 57.7 µM), inactives show at the highest dose activity change, negative = decrease | 280,000 compounds, 0.93% hits; further: potency means the concentration at half of the fitted maximal effect; on the % scale 0 is the no-effect control and ±100 the full control effect; nearly all actives have a fitted effect of over 55% in size
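Human K18 P301L tau (15 uM unlabeled plus 0.24 uM Alexa 594-labeled, final) in 100 mM sodium acetate pH 7 was mixed with compound and 20 uM heparin and incubated 6 hr at 37 C.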
Epigenetic derep: Quantitative High-Throughput Screen for Regulators of Epigenetic Control; AID 1865, 2009; 280,000 compounds, 0.2% hits; Potency, µM (series often up to 53.9 µM), for the others: at the highest dose GFP activation, hits mostly activators; murine LDR cells, GFP reporter derepression, 30 h; further: potency means the concentration at half of the fitted maximal effect; % of control where 0% means no effect; nearly all actives have a fitted effect of over 60% in size
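Murine LDR cells carrying a silenced, genomically integrated CMV-driven GFP reporter were exposed to compound for 30 hours at 37 C. After PBS washes, GFP-positive cells (20–120 um objects) were counted by laser-scanning microplate cytometry.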
TexasRed fluor: Total Fluorescence Counterscreen for Inhibitors of the Interaction of Thyroid Hormone Receptor and Steroid Receptor Coregulator 2. 280,000 compounds, 0.29% hits. TRb/SRC2 Texas Red total fluorescence interference. Potency, µM (titrated, usually from 106 µM), inactives show at the highest dose fluorescence change, negative = quenching; active means well fitted curve in either direction with a large enough effect; inconclusive means small, poorly fitted or top-dose-only effect; further: potency means the concentration at half of the fitted maximal effect; on the % scale 0 is the no-effect control and ±100 the full control effect
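Flags fluorescent or light-absorbing compounds by total fluorescence, S + 2P, at 555 nm excitation and 632 nm emission. Mixture: 20 nM Texas Red SRC2 peptide, 0.6 uM human TRb LBD, 1 uM T3, 5% DMSO; compound exposure 5 h at ambient temperature.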
GLA spleen mod: qHTS Assay for Inhibitors and Activators of Human alpha-Galactosidase From Spleen Homogenate | Potency, µM (highest dose often 80 µM), inactives show top-dose activity change, negative = inhibition, most hits filed as inhibitors | human spleen homogenate, 4MU-alpha-Gal fluorescence, 40 min | AID 2107, 2009 | Alpha-galactosidase A (Homo sapiens), P06280 | 240,000 compounds, 0.008% hits;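 further: potency means the concentration at half of the fitted maximal effect; 0% = enzyme with vehicle and -100% = no enzyme basal signal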
Target sequence (P06280 32-429 limits assumed): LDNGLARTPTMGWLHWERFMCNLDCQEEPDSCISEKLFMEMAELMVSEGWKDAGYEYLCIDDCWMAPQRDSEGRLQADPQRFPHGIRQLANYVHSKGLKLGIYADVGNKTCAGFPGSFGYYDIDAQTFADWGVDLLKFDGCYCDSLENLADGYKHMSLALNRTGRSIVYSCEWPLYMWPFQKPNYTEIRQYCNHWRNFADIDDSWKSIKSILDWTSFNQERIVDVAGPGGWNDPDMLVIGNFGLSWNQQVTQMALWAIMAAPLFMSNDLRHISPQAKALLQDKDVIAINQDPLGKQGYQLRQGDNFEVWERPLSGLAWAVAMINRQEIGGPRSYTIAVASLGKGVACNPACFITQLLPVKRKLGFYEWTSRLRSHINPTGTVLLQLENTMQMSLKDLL
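Human spleen homogenate (1 ug) was the enzyme source, with 4-methylumbelliferyl-alpha-D-galactopyranoside (1 mM final) in pH 5.0 citrate buffer with 0.01% Tween-20. Compounds were titrated; after 40 min at 37C, NaOH/glycine stop, 4-MU fluorescence read; AC50 from Hill fits.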
The depositor's hits bear a star; ? = inconclusive; · = no result given; & = joins results of further samples; [ ] = another dose, or the depositor's remark. Unless noted, the call rests on the fitted dose curve; in most records, active means well fitted curve in the direction sought with a large enough effect; inconclusive means small, poorly fitted or top-dose-only effect, or another doubt; inactive means no such curve, though single readings can be large; an effect the other way counts as inactive or inconclusive. Only part of the results is shown, so the mix of outcomes need not match the whole.

item	compound	Tau fibril FP	CBFb RUNX1 block	NPSR antag	TRb SRC2 PPI	Tau fluor cs	Epigenetic derep	TexasRed fluor	GLA spleen mod
1	C=CCn1c(O)c(C(CC)=Nc2ccc(C(=O)O)cc2)c(=O)[nH]c1=O	-13%	8%	13%	-7%	-7%	-1.0%	-5%	3%
2	COC(=O)[C@@H]1C[C@@]1(C)[C@@H](NP(=O)(c1ccccc1)c1ccccc1)c1ccccc1	2%&1%	0%[2.36 µM]	-6%	3%&-3%	-20%&-6%	-1.7%&2.7%	0%&-4%	-1%&7%
3	COC(=O)c1ccc(COc2cc(C)cc3oc(=O)c4c(c23)CCCC4)o1	-12%	10%	?	-5%	-8%	2.0%	-5%	0%
4	CCN1CCN(c2ccc(NC(=O)C(C)C)cc2Cl)CC1	-4%	2%	-6%[46.1 µM]	0%	-3%	-0.9%	-1%	4%
5	CN(C)C(=O)Oc1cccc([N+](C)(C)C)c1	-5%&1%&1%&2%&-2%	5%	?	-3%	-6%&-5%&0%&-2%&-8%	-1.7%	2%	5%
6	COc1cc(C(c2c(C)[nH]n(-c3ccccc3)c2=O)c2c(C)[nH]n(-c3ccccc3)c2=O)cc(OC)c1OC	-2%	-3%	0%[46.1 µM]	-6%	-20%	?	-2%	-10%
7	O=C(O)C1CN2CCC1CC2 (configuration not stated)	3%	-4%	0%[46.1 µM]	-12%	7%	-2.9%	1%	0%
8	O=S(=O)(c1ccc(Cl)cc1)N1CCCCC1c1cccnc1 (configuration not stated)	4%	7%	-7%	5%	-7%	-1.1%	1%	9%
9	O=c1[nH]c(=S)n(C2CC2)c(O)c1/C=N/Nc1ccccc1	?	?	-12%	7%	-29%	0.0%	10%	-15%
10	CCCCc1nc2ccccc2c(=O)n1-c1ccccc1[N+](=O)[O-]	7%	-5%	-28%[46.1 µM]	0%	-13%	-1.1%	-1%	-15%
11	Cc1cc(NCCN)nc2ccccc12	-2%	4%	11%[46.1 µM]	-3%	-8%	0.7%	-7%	14%
12	CCN1C[C@@]2(COC)CCC(OC)[C@]34C5C[C@]6(O)[C@@H](OC)C[C@](OC(C)=O)(C([C@H](OC)C23)[C@H]14)C5[C@H]6OC(=O)c1ccc(OC)cc1 (some centres not stated)	·	16%	·	5%	·	·	0%	-6%
13	NCCCCC(NC(CCc1ccccc1)C(=O)O)C(=O)N1CCCC1C(=O)O (configuration not stated)	?	-11%	·	-4%	-8%	-0.5%	0%	-3%
14	O=C(c1ccc2c(c1)OCO2)C1CCCN(CC2CCCCC2)C1 (configuration not stated)	0%	23%	0%	-5%	-4%	-0.1%	-4%	1%
15	N#CC1=C(N)Oc2c(c(=O)oc3ccccc23)C1c1ccc([N+](=O)[O-])o1 (configuration not stated)	?	?	-12%	0%	-27%	4.7%	4%	5%
16	Nc1cccc2c(N)cccc12	·	?	·	-9%[201 µM]	·	·	-4%[201 µM]	-4%
17	N#Cc1ccccc1NC(=O)c1cccn(Cc2ccccc2)c1=O	-12%	·	·	0%	-17%	3.5%	1%	·
18	CN=C=S	·	20%[21.7 µM]	·	-3%[201 µM]	·	·	0%[201 µM]	7%
19	CC(C)CC(N)C1(c2ccc(Cl)cc2)CCC1 (configuration not stated)	1%	11%	·	3%	-8%	0.0%	0%	-4%
20	Cc1ccccc1Cn1cnc2c(oc3ccccc32)c1=O	-14%&1%	6%	-5%	-7%&1%	-17%&-11%	2.1%&0.0%	?	3%
21	C[C@]12C=CC(=O)C=C1CC[C@@H]1C2CC[C@]2(C)OC(=O)CCC12 (some centres not stated)	?	-6%	·	1%	-3%	0.7%	-1%	3%
22	CC1=CC(=O)OC2CC3OC4C[C@@H](C)C5OC6CC7O[C@]8(C)C/C=C\C9OC%10CC%11OC(CC(C)CO)CC(O)[C@]%11(C)OC%10CC9OC8C[C@]7(C)O[C@]6(C)CCC5OC4C[C@]3(C)OC12 (some centres not stated)	7%	6%	54%	0%	2%	1.6%	2%	-14%
23	CCCCC(=O)N/N=C/c1c(O)n(-c2ccccc2)c(=O)[nH]c1=O	-2%	?	6%	4%	-5%	-1.0%	-4%	-8%
24	CN1CCN(c2ccc(F)cc2N)CC1	7%	5%	10%	-5%	6%	-1.3%	-2%	-2%
25	CN1C2CC3CC1C(O3)C2O (configuration not stated)	?	·	·	-19%	-9%	-2.7%	-45%	3%
26	COc1ccccc1N=Cc1c(O)n(C)c(=O)n(C)c1=O	-4%	2%	4%[46.1 µM]	2%	-4%	0.9%	0%	6%
27	Fc1ccc(C2=CCN(C(c3cccs3)c3nnnn3CCc3ccccc3)CC2)cc1 (configuration not stated)	-8%	-2%	-25%[46.1 µM]	-1%	-25%	-0.7%	-1%	1%
28	CCOc1ccc(-n2c(O)c(C=NCCCn3ccnc3)c(=O)[nH]c2=O)cc1	-2%	0%	-7%[46.1 µM]	-2%	-8%	-1.8%	-1%	0%
29	CCOC(=O)c1nc2ccccc2c(=O)n1-c1ccc(C)cc1	7%	5%	-7%[46.1 µM]	0%	-3%	?	3%	8%
30	COc1ccc(CN2C(=O)CC(=O)NC2=O)cc1	?	11%	-7%[46.1 µM]	-6%	-14%	-8.6%	2%	-29%
31	OCC(O)Cc1ccc2c(c1)OCO2 (configuration not stated)	-2%	16%	·	7%	-7%	0.0%	-2%	-3%
32	Cc1c(NC(=O)Nc2cccc(C(F)(F)F)c2)sc2nc3n(c(=O)c12)CCC(C)CC3 (configuration not stated)	13%	·	·	3%	?	6.8%	5%	·
33	Cn1cc(/C=C/c2nc3ccccc3c(=O)n2-c2ccccc2)c2ccccc21	?	·	·	7%	-26%	19%	7%	·
34	COc1ccc(CCNCc2cccc(C(F)(F)F)c2)cc1OC	0%	0%	4%	-4%	6%	-1.7%	0%	8%
35	COc1ccc(-c2nc(NC(=O)Cn3c(=O)oc4ccccc43)sc2C)cc1	-9%	-1%	-21%	-1%	?	-1.0%	-2%	7%
36	COc1ccccc1CN1CCN(C(=O)Cc2ccccc2)CC1	-6%	4%	-4%[46.1 µM]	-5%	-4%	0.0%	-2%	1%
37	O=C(COc1ccc(Br)cc1)Nc1ccc(Cl)cc1C(=O)c1ccccc1	-16%	·	·	3%	-16%	-0.8%	-9%	·
38	OC[C@@H]1CCCN2CCCC[C@@H]12	-5%	10%[21.7 µM]	·	-4%	-1%	-2.6%	1%	-1%
39	CC(C)C12CN3CC(C(C)C)(CN(C1)C3c1ccccn1)C2=O (configuration not stated)	-2%	·	·	-7%	0%	-4.6%	1%	·
40	CC1(C)CC(=O)C2=C(C1)OC(N)=C([N+](=O)[O-])C2c1ccc(C#N)s1 (configuration not stated)	?	?	-23%	-1%	?	?	-4%	-8%
41	CCC(=O)CCCCC[C@@H]1NC(=O)[C@H]2CCCCN2C(=O)[C@H]([C@@H](C)CC)NC(=O)[C@H](Cc2cn(OC)c3ccccc23)NC1=O	·	7%	·	0%	·	·	-1%	-1%
42	COc1ccccc1OCC#CCN1CCOCC1	-5%	4%	28%	6%	-7%	-1.2%	0%	0%
43	N#C/C(=C(/O)c1ccc(S(=O)(=O)N(CCCl)CCCl)cc1)c1nc2ccccc2[nH]1	-13%	10%	-1%	-1%	1%	0.0%	3%	0%
44	COc1ccccc1-c1nn2c(=O)cc(CN3CCN(C(=O)COc4ccccc4Cl)CC3)nc2s1	8%	·	·	2%	7%	-0.5%	-2%	·
45	CN(CCOc1ccc(C=C2C(=O)NC(=O)NC2=O)cc1)c1ccccn1	-2%	5%	-18%	-2%	-3%	-2.8%	1%	2%
46	Clc1ccc2c(c1)C(c1ccccc1Cl)=NCc1nnc(N3CCN(CCOc4ccccc4)CC3)n1-2	-3%	12%	?	-5%	-5%	2.9%	1%	-2%
47	C[C@@]12CC(c3ccoc3)OC(=O)C1CC[C@@]1(C)C2C2C=C[C@@]1(O)C(=O)O2 (some centres not stated)	?	·	·	-4%	-13%	-0.9%	-2%	-3%
48	O=C1CC2OCC=C3CN4CC[C@]56c7ccccc7N1[C@H]5[C@H]2C3C[C@H]46 (some centres not stated)	0%	?	·	-3%&7%	-13%	-1.6%	0%&0%	11%&3%
49	CN1C(=O)/C(=C\N2CCc3ccccc32)C(=O)NC1=S	0%	-7%	-1%	·	5%	1.9%	4%	6%
50	O=C1CN(C(=O)CN2CCCCC2)C(c2ccccc2)c2cc(Br)ccc2N1 (configuration not stated)	6%	4%	7%[46.1 µM]	6%	8%	0.0%	-5%	4%

Molecules from the list above that have a thiophene ring, fused or not (3):
item	compound	Tau fibril FP	CBFb RUNX1 block	NPSR antag	TRb SRC2 PPI	Tau fluor cs	Epigenetic derep	TexasRed fluor	GLA spleen mod
27	Fc1ccc(C2=CCN(C(c3cccs3)c3nnnn3CCc3ccccc3)CC2)cc1 (configuration not stated)	-8%	-2%	-25%[46.1 µM]	-1%	-25%	-0.7%	-1%	1%
32	Cc1c(NC(=O)Nc2cccc(C(F)(F)F)c2)sc2nc3n(c(=O)c12)CCC(C)CC3 (configuration not stated)	13%	·	·	3%	?	6.8%	5%	·
40	CC1(C)CC(=O)C2=C(C1)OC(N)=C([N+](=O)[O-])C2c1ccc(C#N)s1 (configuration not stated)	?	?	-23%	-1%	?	?	-4%	-8%

Screening results deposited in PubChem by National Center for Advancing Translational Sciences (NCATS).
